HTT ATP protect = qHTS Multiplex Assay to Identify Dual Action Probes in a Cell Model of Huntington: Cytoprotection (ATP). hit rate 0.14% among 230,000. PC12 HTT-Q103 induced, cytoprotection, ATP luminescence, 40 h. AID 1471, 2008. Potency, µM (top dose mostly 56.4 µM), for the others: cytoprotection (ATP increase), actives largely listed as activators;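 further: potency means the concentration at half of the fitted maximal effect; % of control where 0% means no effect; nearly all actives have a fitted effect of over 45% in size; toxic huntingtin expression switched on by the ecdysone agonist tebufenozide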
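Readout: ATPlite luminescence (ATP level). Model: stable PC12, inducible Htt exon1 Q103-GFP. Inducer: tebufenozide, 100 nM final. Compounds: dose series. No G418 in medium.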
GAA spleen mod = qHTS Assay for Inhibitors and Activators of Human alpha-Glucosidase From Spleen Homogenate; Lysosomal alpha-glucosidase (Homo sapiens), P10253; human spleen homogenate, 4-MU-alpha-glucoside fluorescence; Potency, µM (titrated, usually from 79.9 µM), for inactives: at the top dose activity change, negative = inhibition, most hits filed as inhibitors; hit rate 0.006% among 240,000;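 further: potency means the concentration at half of the fitted maximal effect; 0% = enzyme with vehicle and -100% = no enzyme basal signal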
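Compounds were titrated against alpha-glucosidase in spleen homogenate at pH 5.0, with 1 mM 4-methylumbelliferyl substrate for 40 min at 37 C. Reactions were quenched with pH 10 NaOH/glycine and fluorescence measured.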
HTT aggregate = qHTS Multiplex Assay to Identify Dual Action Probes in a Cell Model of Huntington: Aggregate Formation (GFP). PC12 HttQ103-GFP aggregates, Acumen cytometry, 40 h. Potency, µM (titrated, usually from 46.1 µM), for inactives: at the top dose activity change, negative = inhibition, actives largely listed as inhibitors. hit rate 1.1% among 220,000; further: potency means the concentration at half of the fitted maximal effect; on the % scale 0 is the no-effect control and ±100 the full control effect; nearly all actives have a fitted effect of over 60% in size
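Aggregates are detected as GFP objects 1–25 µm with signal 6 STDEV over background in lysates of induced PC12 cells. These carry Huntingtin exon 1 with 103 glutamines fused to GFP under an ecdysone promoter; compounds titrated.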
LMNA splice mod = qHTS Assay for Modulators of Lamin A Splicing | HeLa LMNA splicing GFP/RFP minigene ratio, 48 h | Potency, µM (titrated, usually from 46.1 µM), for the others: top-dose ratio change, negative = inhibition, most hits filed as inhibitors | hit rate 0.01% among 200,000; active means well fitted inhibition curve with a large enough effect in the signal ratio, with a control signal flat, not every such curve was filed as active; inconclusive means small, poorly fitted or top-dose-only effect, or effect the other way, or a change in a side signal; the % refers to the signal ratio; further: potency means the concentration at half of the fitted maximal effect; on the % scale 0 is the no-effect control and ±100 the full control effect
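S3 HeLa cells stably expressing lamin A-EGFP splicing minigene plus DsRed2, 600 cells/well, 48 h compound exposure at 37C. Laser-scanning cytometry; analysed as GFP (500-530 nm)/RFP (575-640 nm) total intensity ratio; 0.5% DMSO vehicle.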
GAA glycogen = qHTS Assay for Inhibitors and Activators of Human alpha-Glucosidase Cleavage of Glycogen; recombinant GAA, glycogen substrate, Amplex Red glucose oxidase fluorescence; Potency, µM (titrated, usually from 76.4 µM), for the others: top-dose activity change, negative = inhibition, most hits filed as inhibitors; hit rate 0.38% among 300,000; AID 2100, 2009;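 further: potency means the concentration at half of the fitted maximal effect; 0% = full enzyme reaction and -100% = no-enzyme basal signal; the screen sought inhibitors and activators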
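Recombinant human enzyme (4 nM); glycogen substrate; 37 C, 40 min, pH 5.0. Readout: coupled glucose oxidase/Amplex Red fluorescence.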
GAA inh = qHTS Assay for Inhibitors of Human alpha-Glucosidase as a Potential Chaperone Treatment of Pompe Disease | Lysosomal alpha-glucosidase (Homo sapiens), P10253 | purified human GAA, 4-MU-alpha-glucoside fluorescence | Potency, µM (doses to about 76.9 µM), for the others: at the highest dose activity change, negative = inhibition, usual class: inhibitors | hit rate 0.005% among 200,000;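 further: potency means the concentration at half of the fitted maximal effect; plate controls were uninhibited enzyme wells for no effect and no-enzyme background for full effect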
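qHTS format, compound range up to 77 uM. Human lysosomal enzyme at 4 nM, 400 uM 4-MU glucoside substrate, pH 5.0, 20 min room temperature; fluorescence after alkaline stop gives activity normalized to controls.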
CBFb-RUNX1 inh = qHTS Assay for Compounds Blocking the Interaction Between CBF-beta and RUNX1 for the Treatment of Acute Myeloid Leukemia; Potency, µM (top dose mostly 59.8 µM), inactives show top-dose activity, negative = inhibition, actives largely listed as inhibitors; 230,000 tested, under 10 active; AID 1477, 2009; AlphaScreen CBFb-His/RUNX1-biotin binding, biochemical; Runt-related transcription factor 1 (Homo sapiens) + Core-binding factor subunit beta …; further: % of control where 0% means no effect
Target sequence (Q01196 whole entry, looked up): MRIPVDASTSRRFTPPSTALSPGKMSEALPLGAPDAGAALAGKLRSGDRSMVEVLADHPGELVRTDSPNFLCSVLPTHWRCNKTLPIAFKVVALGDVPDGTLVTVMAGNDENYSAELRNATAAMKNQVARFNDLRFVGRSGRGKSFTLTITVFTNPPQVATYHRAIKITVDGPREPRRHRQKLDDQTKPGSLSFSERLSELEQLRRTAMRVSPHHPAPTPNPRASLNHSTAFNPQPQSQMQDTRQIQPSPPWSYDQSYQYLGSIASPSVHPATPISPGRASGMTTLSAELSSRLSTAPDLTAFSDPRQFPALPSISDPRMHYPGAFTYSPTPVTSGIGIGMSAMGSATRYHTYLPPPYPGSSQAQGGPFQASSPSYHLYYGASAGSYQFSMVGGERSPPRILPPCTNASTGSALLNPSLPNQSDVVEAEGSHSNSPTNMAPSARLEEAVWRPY
Target sequence (Q13951 whole entry, looked up): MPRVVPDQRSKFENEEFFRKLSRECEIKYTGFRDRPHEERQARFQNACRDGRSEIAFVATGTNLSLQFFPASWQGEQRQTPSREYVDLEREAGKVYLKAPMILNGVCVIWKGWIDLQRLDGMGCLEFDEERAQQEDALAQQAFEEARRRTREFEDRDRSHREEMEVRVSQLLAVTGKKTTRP
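Compounds were screened at multiple concentrations against a preformed CBF-beta(His)/RUNX1(biotin) complex (30 nM of each) for 15 min at room temperature, followed by 90 min with nickel and streptavidin beads and AlphaScreen reading.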
An asterisk follows results filed as active; u = inconclusive; x = not tested or not shown; & = joins results of further samples; [ ] = dose if it differs, or a comment. Unless noted, the call rests on the fitted dose curve; in most records, active means well fitted curve in the direction sought with a large enough effect; inconclusive means small, poorly fitted or top-dose-only effect, or another doubt; inactive means no such curve, though single readings can be large; an effect the other way counts as inactive or inconclusive.

SMILES	HTT ATP protect	GAA spleen mod	HTT aggregate	LMNA splice mod	GAA glycogen	GAA inh	CBFb-RUNX1 inh
Clc1ccc(N=c2ssnc2Cl)cc1	x	1%	u	u	-16%	1%	u
COCCNS(=O)(=O)c1ccc(F)c(OC)c1	14%	1%	6%	-2%	1%	-5%	-2%
CC(C)Cn1c(-c2ccco2)n[nH]c1=S	22%	-11%	-1%[9.22 µM]	13%	-4%	-3%	-4%
CCOc1ccc(-n2nnnc2SCC(=O)NNC(=O)c2ccco2)cc1	-4%[10 µM]	3%	-16%[9.22 µM]	x	-11%	x	13%
CN(C(=O)c1ccc(S(=O)(=O)N2CCCC2)cc1)C1CCCCC1	12%[10 µM]	-4%	9%	-1%	-8%	-4%	5%
Cc1ccc(-c2noc(CNCCCN(C)C)n2)cc1	0%	-13%	-5%	u	-2%	1%	1%
COc1ccc2[nH]c(=O)c(CN(C(C)=O)C3CCCCC3)cc2c1	-15%	5%	-9%	9%	-5%	-4%	3%
Cc1ccc(C(=O)COC(=O)C2CC(=O)N(c3nc(-c4ccccc4)cs3)C2)cc1 (centres undefined)	-24%	-2%	7%	1%	-14%	-5%	2%
C=CCN1c2ccccc2[C@]23C[C@@H](C(=O)OC)N(S(=O)(=O)CCCC)C2=NC(C(=O)OC)=C(C(=O)OC)[C@H]13	20%[10 µM]	-5%[17.4 µM]	x	u	x	x	0%[13.1 µM]
Cn1c(-c2ccco2)n[nH]c1=S	x	0%	13%	x	-9%	1%	-4%
CC(C)NCC(O)COc1ccc2c(c1)CCC2 (centres undefined)	-19%[10 µM]	4%	10%	0%	-1%	-3%	-7%
O=C(CN1CCN(C(=O)c2ccco2)CC1)Nc1ccc2c(c1)OCCO2	-9%	-5%	-4%	12%	-4%	-10%	7%
CCCc1cc(=O)[nH]c(SCC(=O)c2cc(C)n(CCC)c2C)n1	-30%	-3%	-16%	u	-4%	u	u
CCNc1nc(NCC)n2c(SCC(=O)NC34CC5CC(CC(C5)C3)C4)nnc2n1	-1%[10 µM]	0%	u	-5%	4%	1%	-3%
Cc1cccc(Nc2c(-c3ccc(N4CCOCC4)cc3)nc3ncccn23)c1	x	-3%	6%	5%	35µM*	4%	1%[2.36 µM]
CC(C)c1ccc(NC(=O)CNCC(c2ccccc2)N(C)C)cc1 (centres undefined)	-6%[10 µM]	-13%	-25%[9.22 µM]	x	4%	-13%	-1%
COc1ccccc1/C=C/C(=O)Nc1nc(N)n(-c2ccccc2)n1	6%[10 µM]	-5%	5%[9.22 µM]	x	-5%	x	-10%
COC(=O)Nc1ccc(S(=O)(=O)NCCCCCC(=O)O)cc1	15%[10 µM]	3%	3%[9.22 µM]	25%[46 µM]	-9%	-7%	5%
CCOC(=O)N1CCC(NC(=O)c2ccc3c(c2)sc2nc(-c4ccc(OC)cc4)cn23)CC1	-19%	-1%	25%	-3%	-2%	-12%	0%
O=S(=O)(NN=C1CCCCC1)c1ccccc1	-31%[10 µM]	8%	-11%[9.22 µM]	-10%[46 µM]	-7%	u	-7%
COc1ccc(C)cc1NC(=O)COC(=O)c1c(C)noc1C	11%	-9%	9%	15%	2%	-1%	2%
CCOC(=O)CSC1=NC(=O)/C(=C/c2ccc(OC)cc2)S1	-16%[10 µM]	-5%	-15%	-26%	5%	-22%	-7%
CCOc1ccc(S(=O)(=O)Nc2cc(OC)c(OC)cc2C(=O)O)cc1	-2%	-2%	19%	-2%	-1%	-3%	2%
CSc1ccc(C2c3[nH]c4ccccc4c3CCN2C(=O)c2ccnn2C)cc1 (centres undefined)	-28%[10 µM]	-11%	-21%[9.22 µM]	u	-18%	u	-17%
Cc1ccc(CC(=O)Nc2cccc(C)n2)cc1	-7%	-13%	-9%	10%	4%	-2%	3%
C=CCN1C(=O)CSC1=Nc1cccc(O)c1	4%[0.074 µM]	-1%	-26%	4%	-7%	0%	4%
c1ccc(Cn2nnc3c(NCCN4CCOCC4)ncnc32)cc1	-9%[10 µM]	0%	5%	9%	-4%	5%	4%
CCOC(=O)C(C)Sc1cc(CS(=O)(=O)c2ccccc2)nc(-c2ccccc2)n1 (centres undefined)	-63%[inhibitor][10 µM]	-2%	u	3%	-12%	-15%	8%
COc1ccccc1C(=O)N(NC(=O)Oc1ccccc1)C(C)(C)C	-3%[10 µM]	2%	-7%	-6%	9%	6%	8%
CC(C)Cc1ccc(C(C)C(=O)OCC(=O)c2c[nH]c3ccccc23)cc1 (centres undefined)	-10%	-5%	1%	-12%	-19%	0%	3%

One compound at a time, from the list above. Screens in order: HTT ATP protect | GAA spleen mod | HTT aggregate | LMNA splice mod | GAA glycogen | GAA inh | CBFb-RUNX1 inh
Entry for `CCOc1ccc(S(=O)(=O)Nc2cc(OC)c(OC)cc2C(=O)O)cc1` : -2% | -2% | 19% | -2% | -1% | -3% | 2%
Entry for `c1ccc(Cn2nnc3c(NCCN4CCOCC4)ncnc32)cc1` : -9%[10 µM] | 0% | 5% | 9% | -4% | 5% | 4%
Entry for `CC(C)c1ccc(NC(=O)CNCC(c2ccccc2)N(C)C)cc1` (centres undefined) : -6%[10 µM] | -13% | -25%[9.22 µM] | x | 4% | -13% | -1%
Entry for `C=CCN1C(=O)CSC1=Nc1cccc(O)c1` : 4%[0.074 µM] | -1% | -26% | 4% | -7% | 0% | 4%

Going on with the list.
SMILES	HTT ATP protect	GAA spleen mod	HTT aggregate	LMNA splice mod	GAA glycogen	GAA inh	CBFb-RUNX1 inh
O=C(CSCc1c[nH]c(=O)[nH]c1=O)OCC(=O)c1ccc(Br)cc1	-7%[10 µM]	2%	-6%[9.22 µM]	-1%[46 µM]	17%	u	0%
Cc1nc(-c2cc(-c3nc(-c4ccc(C(C)(C)C)cc4)no3)no2)cs1	-3%[10 µM]	10%	4%[9.22 µM]	x	-4%	-18%	7%
CCOc1ccc2ccccc2c1/C=N/NC(=O)CNC(=O)Cc1ccccc1	-5%[10 µM]	3%	15%	-1%	1%	5%	-7%
C=CCn1c2ccccc2c2nnc(SCN3C(=O)c4ccccc4C3=O)nc21	-2%[10 µM]	-1%	2%	15%	-6%	-3%	-3%
OC(CCCN1CCCCC1)(c1ccccc1)c1ccccc1	1%[40.3 µM]	-2%	8%	u	1%	0%[15.4 µM]	8%
O=C(Nc1ccccc1C(=O)Nc1nnc(C(F)(F)F)s1)c1ccccc1Cl	-23%[10 µM]	-1%	-24%[9.22 µM]	x	-4%	-4%	8%
COc1ccc(COC(=O)N/N=C2/C[C@@H](O)[C@@H](O)[C@@H]3[C@@H]4C(=O)N(C5CCCCC5)C(=O)[C@H]4CC[C@H]23)cc1	7%[10 µM]	-3%[17.4 µM]	x	x	x	x	3%[13.1 µM]
O=c1c2ccccc2ncn1C1CCCCC1	-2%[0.074 µM]	4%	6%	5%	1%	-6%	-6%
CCc1nnc(NC(=O)NC(C)(C)C)s1	11%	9%	7%[9.22 µM]	-5%	6%	u	-1%
Cc1ccc(O)c(N=NC2=C(O)CC(C)(C)CC2=O)c1	x	-2%	u	u	-3%	-9%	-24%
Cc1ccc(C(=O)NCCSCc2ccc(Cl)cc2Cl)cc1[N+](=O)[O-]	6%[10 µM]	4%	8%	u	-2%	-2%	4%
O=C(Cn1cnc2ccccc2c1=O)N1CCN(c2ccc(F)cc2)CC1	13%	-1%	3%	-9%[46 µM]	u	-4%	-1%
O=C(O)c1cccc(-n2c(O)c(C=C3N=c4ccccc4=N3)sc2=S)c1	13%[10 µM]	-19%	7%[9.22 µM]	x	1%	x	-14%
COc1cccc(C(C(=O)NCc2ccco2)N(C(=O)Cn2nnc3ccccc32)C2CC2)c1OC (centres undefined)	-16%[10 µM]	0%	7%	-1%	0%	-1%	-3%
COc1cccc(OC)c1OCCCSc1nc(C)cc(=O)[nH]1	-10%	2%	-10%	-2%	2%	1%	4%
Cc1ccc(NC(=O)C2c3ccccc3Oc3ccccc32)c(C)c1	-9%[1.9 µM]	-4%	8%	-1%	14%	-1%	8%
O=C(O)c1cc(-c2ccc(/C=N/NC(=S)Nc3ccccc3)o2)ccc1Cl	17%	-6%	18%[9.22 µM]	-23%[46 µM]	u	1%	-23%
Cc1ccc(C(=O)CSc2nc(C)cc(C)c2C(N)=O)cc1	-13%[10 µM]	-5%	-16%	u	4%	4%	6%
O=C(Nc1ccc2c(c1)OCO2)C1CCCN(S(=O)(=O)Cc2ccccc2)C1 (centres undefined)	4%	1%	11%	-3%	8%	-4%	2%
Cc1ccc(-c2csc(NC(=O)C3CC=CCC3C(=O)O)c2C(=O)OC(C)C)cc1 (centres undefined)	-12%	-6%	0%	3%	-10%	u	-15%
N#Cc1c(NC(=O)CSc2nc(-c3ccco3)cc(C(F)(F)F)n2)sc2c1CCCC2	33%[10 µM]	4%	-7%	-15%	-1%	-9%	11%
N=C(CC1CC(=O)NC(=O)C1)C1=C(O)CCCC1=O	-15%[10 µM]	4%	0%	-13%	16%	-9%	-3%
O=C(NNC(=O)c1cccnc1SCc1cccc([N+](=O)[O-])c1)c1cccnc1	38%[10 µM]	-4%	21%	-21%	12%	0%	-3%
N#CC(C#N)=Cc1cc2ccccc2nc1N1CCOCC1	14%[10 µM]	6%	11%	-17%	-6%	5%	1%
Cc1nc2sc3c(c2c(=O)[nH]1)CCCC3	-1%&-8%[10 µM]	5%	8%[9.22 µM]	x	-1%	x	5%
O=C(Nc1ccccc1)N1CCN(Cc2ccc(Cl)cc2)CC1	-23%	-5%	16%	-19%[46 µM]	-5%	2%	2%
COc1ccc(-c2cc(C(F)(F)F)nc(N3CCN(Cc4ccccc4)CC3)n2)cc1OC	-22%	-7%	-16%	-7%	-8%	-1%	-1%
CC(C)NC(=O)[C@@H]1C[C@H]1[C@@H](NC(=O)OCc1ccccc1)c1ccccc1	6%	2%	x	x	x	x	-5%
O=C(NCCO)C1COc2ccccc2O1 (centres undefined)	-14%	x	11%	23%[46 µM]	1%	-4%	-1%
CSc1nnc(SCC2=NNC(=O)SC2)s1	x	1%	-2%	-19%	-1%	0%	6%

Bioassay records deposited in PubChem BioAssay by National Center for Advancing Translational Sciences (NCATS).
